# Bioassay records as filed in PubChem.
# Tb PFK block = T. brucei PFK enzyme inhibition; T. brucei PFK, ADP-Glo luminescence; hit rate 0.17% among 330,000; O15648; AID 485367; Potency, µM (top dose mostly 57.5 µM), without a hit: at the top dose activity, negative = inhibition, most hits filed as inhibitors;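 further: potency means the concentration at half of the fitted maximal effect; 0% = uninhibited 1x PFK enzyme wells and -100% = no-enzyme wells; nearly all actives have a fitted effect of over 60% in size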
# Target sequence (O15648 whole entry, looked up): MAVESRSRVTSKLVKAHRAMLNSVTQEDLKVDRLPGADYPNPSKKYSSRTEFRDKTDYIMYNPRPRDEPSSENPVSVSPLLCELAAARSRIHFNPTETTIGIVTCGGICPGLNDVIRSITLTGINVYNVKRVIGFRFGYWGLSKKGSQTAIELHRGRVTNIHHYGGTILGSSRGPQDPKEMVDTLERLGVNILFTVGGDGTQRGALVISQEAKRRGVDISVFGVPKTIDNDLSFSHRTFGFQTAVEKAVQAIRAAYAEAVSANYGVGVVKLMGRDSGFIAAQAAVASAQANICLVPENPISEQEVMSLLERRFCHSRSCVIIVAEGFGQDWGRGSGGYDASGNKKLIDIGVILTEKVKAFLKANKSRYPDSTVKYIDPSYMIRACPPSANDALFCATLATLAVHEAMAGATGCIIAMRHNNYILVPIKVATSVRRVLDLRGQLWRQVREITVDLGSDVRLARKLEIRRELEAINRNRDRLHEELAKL
#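 Luminescent ADP detection (ADP-Glo, two-step: ATP depletion then ADP-to-ATP conversion for luciferase) reported PFK activity after 45 min room-temperature reaction of 1.25 nM enzyme with 0.5 mM F6P and 0.1 mM ATP at pH 8.0.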
# Mito fusion act = inhibitors of mitochondrial division or activators of mitochondrial fusion. S. cerevisiae fusion-defective mutant growth rescue, CellTiterGlo 48 h. Potency, µM (series often up to 46.1 µM), for the others: at the top dose growth rescue (activation), usual class: activators. hit rate 0.23% among 320,000. AID 485298;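 further: potency means the concentration at half of the fitted maximal effect; % of control where 0% means no effect; nearly all actives have a fitted effect of over 45% in size; temperature-sensitive fusion mutants such as fzo1-1 at 37 °C on non-fermentable ethanol glycerol medium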
#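 Temperature-sensitive fusion-defective S. cerevisiae (e.g. fzo1-1, mgm1-5) were grown with compound in YPEG medium (3% ethanol, 3% glycerol) for 48 hours at 37C. Growth rescue was measured as viability by CellTiterGlo luminescence after 10 minutes at ambient.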
# TSG101-PTAP inh = blocks PTAP/TSG101 interaction to inhibit HIV-1 budding | Q99816 | Fluorescence polarization, FITC-PTAP peptide / Tsg101 binding | Potency, µM (doses to about 115 µM), for the others: at the top dose activity change, negative = inhibition, hits mostly inhibitors | 340,000 tested, under 10 active | AID 493005; active means well fitted inhibition curve with a large enough effect in the main read-out, with a control signal flat, not every such curve was filed as active; inconclusive means small, poorly fitted or top-dose-only effect, or effect the other way, or a change in a side signal; inactive means no such curve, though single readings can be large or run the other way; further: potency means the concentration at half of the fitted maximal effect; % of control where 0% means no effect
#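 Steps: Tsg101 binding domain dispensed (10 uM final), compounds pinned in DMSO, FITC-labeled PTAP-motif peptide added (50 nM final); after 20 min binding at room temperature, polarization measured.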
# Chronic BCR inh = blocks chronic active B-cell receptor signaling; ABC-DLBCL IkBa-CBG/CBR reporter, luminescence ratio, 4 h; Potency, µM (top dose mostly 46.1 µM), inactives show top-dose ratio change, negative = lower green/red ratio, usual class: inhibitors; hit rate 0.05% among 340,000; AID 493014; active means well fitted inhibition curve with a large enough effect in the signal ratio, with a control signal flat, not every such curve was filed as active; inconclusive means small, poorly fitted or top-dose-only effect, or effect the other way, or a change in a side signal; the % refers to the signal ratio;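 further: potency means the concentration at half of the fitted maximal effect; plate controls were basal doxycycline-induced cells for no effect and cells given 10 µM MG132 for full effect; MG132 reads +100%, hits lower the ratio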
#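 Compounds up to 46 uM were incubated four hours with TMD8 cells whose green CBG68 luciferase is fused to IkappaBalpha; red CBR luminescence normalised the signal, and concentration-effect curves were fitted to fusion, red and ratio data.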
# TCR act = T cell receptor activation; primary human leukocytes, anti-CD3, IL-2 HTRF, 48 h; Potency, µM (top dose mostly 9.22 µM), without a hit: at the top dose activation of IL-2 secretion, most hits filed as activators; 330,000 tested, under 10 active; AID 504894; further: % of control where 0% means no effect
#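 Compounds are tested in HTS on primary human leukocytes co-incubated with a-CD3 beads for 48 hr. IL-2 output is measured by time-resolved FRET.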
# TSHR antag = human thyrotropin receptor antagonism | P16473 | TSHR-expressing cells, TSH-stimulated cAMP HTRF, 2 h; hits give low values | activity change, negative = inhibition, % at 11.5 µM | hit rate 0.2% among 330,000 | AID 504810;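 active means activity change below a set negative limit, meaning inhibition stronger than a set level, cut at about -70% in these data; inconclusive means activity change between two set negative limits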; further: on the % scale 0 is the no-effect control and ±100 the full control effect
#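 Antagonism was scored as loss of TSH-driven cAMP in TSHR cells, stimulated with 4nM TSH (EC80) for 2 hours at 37 deg C and detected by homogeneous HTRF competition immunoassay.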
# USP2a block = blocks human ubiquitin-specific protease USP2a | O75604 | USP2 core, Ub-CHOP2 coupled fluorogenic reporter, 485/531 | Potency, µM (doses to about 38.3 µM), for inactives: at the highest dose activity change, negative = inhibition, most hits filed as inhibitors | hit rate 0.01% among 330,000;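 further: potency means the concentration at half of the fitted maximal effect; plate controls were DMSO wells for no effect and full inhibition by NEM control for full effect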
#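 Cell-free coupled assay: 10nM USP2 core preincubated 30min RT with compound in Tris-HCl pH 8.0/CaCl2/CHAPS buffer, then 25nM Ub-CHOP2 and 25nM reporter substrate; fluorescence (Ex 485/Em 531) read after 60min RT, normalized to NEM inhibition, concentration-response curves fitted.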
# uPA generation = cell surface uPA generation inhibition | cell surface uPA generation assay, qHTS | Potency, µM (top dose mostly 38.3 µM), without a hit: at the highest dose activity change, negative = inhibition, actives largely listed as inhibitors | hit rate 0.31% among 330,000 | AID 540303; active means well fitted inhibition curve with a large enough effect; inconclusive means small, poorly fitted or top-dose-only effect; inactive means no such curve, though single readings can be large or run the other way; tested in mouse RAW 264.7 cells; further: potency means the concentration at half of the fitted maximal effect; on the % scale 0 is the no-effect control and ±100 the full control effect; nearly all actives have a fitted effect of over 55% in size
# ELG1 DNA repair = inhibitors of ELG1-dependent DNA repair in HEK293T cells; HEK293T ELG1-luciferase reporter, luminescence, 16 h; DNA damage induced by 5-fluorouridine; Potency, µM (series often up to 46.1 µM), inactives show at the top dose activity change, negative = inhibition, hits mostly inhibitors; hit rate 2.3% among 330,000; further: potency means the concentration at half of the fitted maximal effect; on the % scale 0 is the no-effect control and ±100 the full control effect; nearly all actives have a fitted effect of over 55% in size
#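 Cells (2,000 per well) received 5-fluorouridine plus test compound or DMSO and were incubated 16 hr at 37 °C, 5% CO2. Luciferase activity was read by luminescence 30 min after ONE-Glo addition; signal suppression marked inhibition of damage-induced ELG1 function.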
# Eya2 phos inh = blocks the phosphatase activity of human Eya2; hit rate 0.006% among 330,000; AID 488837; recombinant Eya2, OMFP fluorescence dephosphorylation (OMFP is methylfluorescein phosphate); O00167; Potency, µM (titrated, usually from 76.9 µM), for inactives: at the top dose activity, negative = inhibition, most hits filed as inhibitors; further: potency means the concentration at half of the fitted maximal effect; on the % scale 0 is the no-effect control and ±100 the full control effect
# Target sequence (O00167 whole entry, looked up): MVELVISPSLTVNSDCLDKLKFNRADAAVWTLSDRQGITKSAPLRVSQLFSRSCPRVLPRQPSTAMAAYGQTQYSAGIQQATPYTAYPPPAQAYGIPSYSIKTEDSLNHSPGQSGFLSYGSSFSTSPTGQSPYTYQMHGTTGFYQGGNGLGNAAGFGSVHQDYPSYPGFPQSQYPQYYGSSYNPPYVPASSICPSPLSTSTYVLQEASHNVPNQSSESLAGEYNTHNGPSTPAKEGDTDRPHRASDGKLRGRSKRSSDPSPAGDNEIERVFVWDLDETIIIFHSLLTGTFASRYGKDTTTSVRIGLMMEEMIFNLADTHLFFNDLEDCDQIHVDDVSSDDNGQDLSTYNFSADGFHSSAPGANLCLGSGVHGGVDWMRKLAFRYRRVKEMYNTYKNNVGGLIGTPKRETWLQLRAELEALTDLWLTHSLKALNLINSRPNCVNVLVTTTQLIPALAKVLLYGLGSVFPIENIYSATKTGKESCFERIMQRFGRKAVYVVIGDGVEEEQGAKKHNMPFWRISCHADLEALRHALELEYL
#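 Eya2 protein (added as 0.2 uM solution) was preincubated with compound for 10 min at ambient temperature in 50 mM HEPES pH 7.5, 50 mM NaCl, 5 uM MgCl2, 0.05% BSA, 1 mM DTT. OMFP (added at 50 uM) then reacted 10 min; fluorescence read at 485/525 nm.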
# B2AR arrestin = agonists driving beta-arrestin recruitment to human beta2-adrenergic receptor | Potency, µM (series often up to 46.1 µM), inactives show top-dose activation, most hits filed as activators | beta-arrestin recruitment to beta2AR, cell-based reporter | P07550 | AID 492947 | hit rate 0.02% among 330,000;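 further: potency means the concentration at half of the fitted maximal effect; 0% = DMSO controls and full agonism = EC100 isoproterenol or metaproterenol; nearly all actives have a fitted effect of over 65% in size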
# * = called active by the depositor; ? = inconclusive; / = no result given; [ ] = another dose, or the depositor's remark. Unless noted, the call rests on the fitted dose curve; in most records, active means well fitted curve in the direction sought with a large enough effect; inconclusive means small, poorly fitted or top-dose-only effect, or another doubt; inactive means no such curve, though single readings can be large; an effect the other way counts as inactive or inconclusive.
Molecule	Chronic BCR inh	uPA generation	Tb PFK block	TCR act	Eya2 phos inh	USP2a block	B2AR arrestin	ELG1 DNA repair	TSHR antag	TSG101-PTAP inh	Mito fusion act
O=C(N/N=C/c1ccc(OC(=O)c2ccc([N+](=O)[O-])cc2)cc1)c1cccnc1	3%	2%	6%	-2%	-5%	-2%	-0.2%	5%	2	-3%	0%
COc1ccccc1NS(=O)(=O)c1cc2c3c(c1)CC(=O)N3CCC2	10%	1%	-1%	-4%	-3%	1%	-0.5%	6%	-3	-6%	4%
COc1ccc(C(=O)Oc2ccc(/C=N/NC(=O)Cc3ccc([N+](=O)[O-])cc3)cc2)cc1	2%	2%	0%	-3%[46.1 µM]	2%	2%	-0.6%	14%	-2	-3%	-5%
O=Cc1cn(-c2ccccc2)nc1-c1cc2ccccc2oc1=O	?	-2%	-1%	3%	?	1%	-0.3%	?	-4	1%	2%
Cc1ccc(S(=O)(=O)/N=C/N(C)C)cc1	0%	6%	2%	-2%[46.1 µM]	2%	2%	0.4%	-4%	-2	0%	-2%
Cc1nc([N+](=O)[O-])c(Sc2nc3ccccc3n2C)n1Cc1ccccc1	?	-15%	-8%	-4%[46.1 µM]	11%	3%	-0.7%	?	25	-1%	-6%
CCC(/C=N/Nc1ccc(S(=O)(=O)N2CCCC2)cc1[N+](=O)[O-])CC	-2%	-5%	0%	-10%[46.1 µM]	4%	-6%	-0.6%	?	8	-2%	-15%
CC(=O)N1CCN(c2ccc(NC(=O)c3ccc4c(c3)OCCO4)cc2)CC1	14%	-12%	1%	7%	6%	-3%	-0.2%	2%	-6	-1%	-1%
Cc1oc2ccc(O)cc2c1C(=O)c1ccc(Cl)cc1	18%	8%	1%	0%	-11%	1%	-1.0%	12%	4	-6%	13%
O=C(c1cc2ccccc2oc1=O)N1CCN(C(=O)C2CCCO2)CC1 (stereo unspecified)	8%	21%	-1%	/	11%	2%	-1.7%	-8%	0	/	-9%
COc1ccc(-c2cc3n(n2)CCc2nc4ccccc4n2-3)cc1	?	2%	-7%	-6%	-2%	0%	0.0%	-10%	-15	-1%	-4%
Cn1cc([N+](=O)[O-])c(C(=O)NC2CCCCCC2)n1	-1%	5%	1%	-5%	-5%	2%	-1.1%	?	2	-2%	3%
Cc1onc(C(=O)NCc2cccs2)c1[N+](=O)[O-]	-5%	2%	-8%	-1%	-4%	1%	-0.1%	4%	-1	0%	-7%
O=C(Cc1c(F)cccc1Cl)Nc1cccnc1	-3%	4%	-4%	1%	9%	2%	-0.2%	23%	-3	0%	-5%
COc1ccc(CNC(=O)[C@H](Cc2c[nH]c3ccccc23)NC(=O)[C@@H]2Cc3ccccc3CN2)cc1	0%	-23%	1%	-10%	12%	0%	5.1%	5%	-5	-8%	3%
Nc1c(-c2ccc(Cl)cc2)cnc2c(-c3ccc(F)cc3)cnn12	0%	-10%	-6%	-5%	-8%	5%	-0.3%	?	-5	-2%	6%
O=C(O)c1ccc(COc2ccc3ccccc3c2/C=C2/NC(=O)N(Cc3ccc(F)cc3)C2=O)cc1	?	-6%	-15%	4%	7%	0%	0.0%	?	-13	-2%	-6%
c1ccc(N2CCN(c3ncnc4c3oc3ccccc34)CC2)cc1	5%	0%	-2%	-2%	-37%	1%	-0.2%	?	-6	-1%	19%
CN(Cc1ccno1)Cc1cn(Cc2ccccc2)nc1-c1ccc2c(c1)OCO2	8%	5%	-20%	2%	-4%	-1%	-0.8%	?	34	-1%	15%
CC1CC(C)CN(C(=O)C2CCN(S(=O)(=O)c3c(Cl)cccc3Cl)CC2)C1 (stereo unspecified)	0%	-1%	3%	-5%	-13%	0%	0.1%	1%	-15	-6%	2%
C=CCSc1[nH]c(=O)cc(C)c1C(N)=O	1%	3%	1%	0%	10%	-2%	-0.2%	-3%	3	-2%	-1%
COc1cccc(CNC(=O)CCC2CCCN(C(=O)c3cccc4c(C)c(C)[nH]c34)C2)c1 (stereo unspecified)	?	8%	0%	8%	-5%	6%	0.9%	-15%	1	-2%	3%
Cc1cc(N2CCN(C(=O)c3ccco3)CC2)n2ncc(-c3ccccc3)c2n1	?	16%	0%	-7%	-6%	2%	0.4%	?	-16	-3%	-26%
C(=N\Nc1nc(-c2ccccn2)nc2ccccc12)/c1ccccc1	?	/	1%	/	10%	-2%	3.8%	?	-19	/	-4%
CCn1c(=O)c(=O)[nH]c2cc(C(=O)NC(C)c3ccc(S(N)(=O)=O)cc3)ccc21 (stereo unspecified)	5%	3%	0%	-5%	-12%	1%	0.0%	17%	12	-4%	1%
CC1(C(=O)N2CC3(CC(c4cccc(NC(=O)COc5ccc(Cl)cc5)c4)=NO3)C[C@@H]2C(N)=O)CC1 (stereo partly specified)	?	-7%	-15%	13%	-8%	0%	-0.5%	?	-2	-4%	8%
COC(=O)C1CN(S(=O)(=O)c2ccccc2)CCN1S(=O)(=O)c1ccccc1 (stereo unspecified)	-5%	/	4%	-1%	-5%	-7%	0.0%	-6%	4	-3%	-1%
Cc1cc(C)c(OCC(=O)Nc2ccccn2)c([N+](=O)[O-])c1	?	4%	-1%	-1%[46.1 µM]	8%	5%	-0.1%	?	2	-1%	10%
Cc1ccc(N=Nc2c(C)[nH]n(-c3ccccc3)c2=O)c(C)c1	?	2%	0%	-3%	-4%	1%	0.1%	7%	-21	1%	7%
CC(C)(C)OC(=O)N1CCN(C(=O)[C@H](Cc2ccc(O)cc2)n2cc(CCO)nn2)CC1	0%	1%	-4%	-3%	6%	4%	-0.2%	9%	-5	-2%	-3%
Cn1c(O)c(/C=C2\C=NN=C2c2ccccc2)sc1=S	?	-10%	-8%	-3%	10%	-6%	-0.5%	-13%	5	-5%	11%
CCCc1ccc(C(=O)NNc2ccccc2F)cc1	?	-12%	-4%	9%	6%	-2%	-0.2%	?	1	-2%	4%
CC1CCN(S(=O)(=O)c2ccc(NC(=O)CSc3ncccc3C(=O)O)cc2)CC1	16%	11%	0%	1%	20%	1%	-0.1%	0%	-1	-3%	1%
FC(F)Oc1ccc(-c2csc(NNC3=NCCCCC3)n2)cc1	?	-4%	-26%	2%	-23%	0%	0.4%	7%	-5	-6%	18%
CCC(=O)c1ccccc1OCCN1C(=O)NC(C)(C)C1=O	1%	2%	-6%	/	-6%	0%	0.0%	12%	3	-7%	2%
O=C(CSc1nnc2ccc(-c3cccnc3)nn12)Nc1ccccc1	-8%	8%	-2%	1%	-20%	3%	0.1%	9%	-7	1%	1%
O=C(COc1cccc([N+](=O)[O-])c1)NN1C(=O)c2ccccc2C1=O	0%	-2%	-1%	/	1%	0%	-0.3%	1%	30	0%	14%
Cc1cc(C)n(-c2ccc(Cl)c(C(=O)NCc3ccccc3)n2)n1	0%	0%	-6%	-6%	0%	-1%	-1.0%	?	-3	0%	6%
COc1cc(C(=O)NC2CCCC(C)C2C)ccc1OCC(=O)N1CCOCC1 (stereo unspecified)	-1%	15%	0%	1%	-3%	1%	-0.5%	3%	15	-5%	0%
C[C@H](NC(=O)N1CCn2c1nc1ccccc12)C(=O)NCC1CCCO1 (stereo partly specified)	3%	2%	0%	-2%	0%	1%	-0.2%	4%	2	-2%	2%
O=Cc1cc(Cl)ccc1OCCN1CCC(Cc2ccccc2)CC1	-4%	3%	1%	-5%	3%	-2%	7.9%	-10%	0	0%	-14%
Cc1cccc(NC(=O)c2ccc(S(=O)(=O)N3CCC(C)CC3)cc2)n1	10%	-3%	-13%	/	0%	0%	-0.1%	?	-12	-1%	6%
O=C1CCc2cc(S(=O)(=O)N3CCCC3C(=O)N3CCN(c4ccccc4)CC3)ccc2N1 (stereo unspecified)	-1%	-3%	-3%	13%	-3%	0%	0.1%	-2%	-11	-5%	-2%
Cc1ccc(S(=O)(=O)NC2(C(F)(F)F)NC(=O)N(Cc3ccccc3)C2=O)cc1 (stereo unspecified)	1%	-19%	-2%	6%	-2%	-4%	-0.7%	?	-1	0%	-1%
Cc1ccc2cc(/C=C(\C#N)C(N)=O)c(N3CCCCC3)nc2c1	1%	-21%	8%	6%[46.1 µM]	-4%	-1%	2.0%	?	-3	-7%	-5%

# No enrichment for hits (roughly 3% active in at least one column).
